MOR-DOR ag: OPRM1-OPRD1 heterodimerization agonism; cells, luminescence; AID 504326; P35372+P41143; activation, % at 9.3 µM; hit rate 0.3% among 340,000; in the data active = activation above about 18%;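 note: 0% = vehicle-treated cells and 100% = reference agonist; values of inactives mirror those of a sister screen read the other way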
Pemphigus Ab inh: blocks pemphigus antibody binding to human desmoglein-3. hit rate 0.48% among 310,000. binding (percent of control), % at 10 µM. DSG3-coupled beads, scFv-anti-DSG3-GFP binding, flow cytometry; stronger effect = lower value;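 active = binding more than 3 SD below its plate's average and above zero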; note: some compounds called inactive have numbers as strong as hits
Target sequence (P32926 whole entry, looked up): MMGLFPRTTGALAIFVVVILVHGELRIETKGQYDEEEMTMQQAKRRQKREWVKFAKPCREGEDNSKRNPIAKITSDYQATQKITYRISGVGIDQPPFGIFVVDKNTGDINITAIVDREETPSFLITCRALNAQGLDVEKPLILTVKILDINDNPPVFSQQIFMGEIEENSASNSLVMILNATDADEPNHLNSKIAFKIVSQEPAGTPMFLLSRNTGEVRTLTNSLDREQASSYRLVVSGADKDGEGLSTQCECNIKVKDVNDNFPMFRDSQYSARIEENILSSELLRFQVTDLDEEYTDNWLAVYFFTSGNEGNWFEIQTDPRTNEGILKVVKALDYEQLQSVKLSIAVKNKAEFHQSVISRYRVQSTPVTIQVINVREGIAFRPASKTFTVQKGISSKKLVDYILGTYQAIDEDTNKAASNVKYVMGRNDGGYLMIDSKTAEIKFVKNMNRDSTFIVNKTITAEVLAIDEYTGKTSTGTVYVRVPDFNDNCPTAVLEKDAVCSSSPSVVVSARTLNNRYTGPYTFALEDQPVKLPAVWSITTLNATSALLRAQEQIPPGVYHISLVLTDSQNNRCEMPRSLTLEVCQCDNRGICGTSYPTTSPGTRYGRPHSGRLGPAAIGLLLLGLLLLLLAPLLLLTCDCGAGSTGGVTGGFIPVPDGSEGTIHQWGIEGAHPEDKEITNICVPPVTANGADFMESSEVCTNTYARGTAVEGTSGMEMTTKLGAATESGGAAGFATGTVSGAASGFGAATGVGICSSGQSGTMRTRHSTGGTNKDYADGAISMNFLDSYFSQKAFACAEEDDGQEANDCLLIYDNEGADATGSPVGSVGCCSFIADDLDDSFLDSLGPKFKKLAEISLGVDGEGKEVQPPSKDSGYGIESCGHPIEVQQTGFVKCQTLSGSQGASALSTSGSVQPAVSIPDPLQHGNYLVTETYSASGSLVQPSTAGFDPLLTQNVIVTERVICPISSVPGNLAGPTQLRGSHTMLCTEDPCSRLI
Ecoli viability: bacterial growth inhibition, counter-screen for AddAB inhibitors | E. coli V3065 growth, OD600 absorbance, 18 h | inhibition, % at 11.9 µM | hit rate 0.27% among 330,000;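 active = inhibition above the campaign's mean inhibition across all tested compounds plus 3 SD, cut at about 9.9% in these data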;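 note: uninfected addAB+ strain grown without phage in ampicillin broth; 0% = DMSO wells and 100% = ciprofloxacin 0.95 µg/ml wells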
AddAB inh: less growth of phage-infected E. coli with AddAB | inhibition, % at 11.9 µM | hit rate 0.29% among 330,000 | AID 435030 | E. coli expressing H. pylori AddAB, absorbance growth; in the data active = inhibition above about 12%;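 note: 0% = vehicle wells of infected cells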
MOR-DOR inv ag: mu-delta opioid heterodimer inverse agonism | cell-based MOR-DOR heterodimer luminescence | P35372+P41143 | hit rate 0.21% among 340,000 | inhibition, % at 9.3 µM; in the data active = inhibition above about 22%, passing the limit was not always enough;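 note: 0% = cells with DMSO and 100% = wells without cells with DMSO; values of inactives mirror those of a sister screen read the other way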
PKA-R1A act: activators of PKA-R1A complex | P00514+P68181 | PKA-R1A dissociation, Cy5-IP20 fluorescence polarization; scaled: DMSO 0%, 113 µM cGMP 100% | activation, % at 11.4 µM | hit rate 0.083% among 340,000;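 active = percent activation above the mean of all tested compounds plus 3 SD, cut at about 19% in these data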;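 note: higher means more PKAc released from R1A so a rise in polarization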
Arrestin-AP2 inh: blocks beta-arrestin peptide binding to AP2 adaptin. hit rate 0.31% among 340,000. inhibition, % at 10 µM. FITC-arrestin peptide / GST-AP2 beads, flow cytometry; AP2 beta2 appendage carries R879A mutation. AID 504490;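 active = inhibition above a set limit, near 3 SD of compounds lacking own fluorescence, cut at about 54% in these data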;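 note: plate controls were DMSO wells for no effect and 5 µM unlabelled arrestin peptide for full effect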
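test system = AP2 appendage R879A on GSH beads | buffer or medium = PBS plus Tween 20 (0.05%) and BSA (0.1%) | incubation = 12 min plus 1 h, RT | detection = bead flow cytometry, FITC channel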
phage Ecoli inh: E. coli growth loss with phage present; growth absorbance; inhibition, % at 11.9 µM; hit rate 0.26% among 360,000; AID 651602; in the data active = inhibition above about 11%
PfHsp90 set2: growth inhibition of yeast expressing Plasmodium Hsp90; S. cerevisiae expressing PfHsp90, BacTiter-Glo ATP, 48 h; yeast lacking PDR1 and PDR3 efflux regulators; inhibition, % at 9.4 µM; AID 504621; hit rate 0.32% among 310,000;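 active = every replicate shows inhibition above about 80%, whatever the replicate mean, limit read from the data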;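 note: 0% = DMSO neutral controls and 100% = 20 µM radicicol positive controls; yeast relying on Plasmodium falciparum Hsp90 in place of its own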
Tat export inh: inhibitors of E. coli Tat protein transport. E. coli MC4100 TorA-mCherry Tat export, fluorescence. inhibition, % at 10 µM. hit rate 0.036% among 340,000;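 active = mean replicate inhibition at least 50% and at least half of replicates individually reaching 50%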;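 note: exported cargo escapes ClpAP degradation while cytoplasmic cargo is degraded and loses fluorescence; 0% = median of neutral control wells and 100% = median of NaSCN control wells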
Mot1-301 SUMO: blocks SUMOylation pathway, rescuing yeast Mot1-301 growth; S. cerevisiae Mot1-301 growth rescue, ATP luminescence, 38.5C; percent above DMSO median, 100 means doubled; growth rescue, % at 18.8 µM; hit rate 1% among 320,000; AID 2716;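 active = every valid replicate shows activation above 250% relative to neutral control wells; inactive = the rest, any valid replicate at or below 250%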;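 note: OY570 slx delta 5 strain wells were the positive control but not used for scaling; some compounds called inactive have numbers as strong as hits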
The depositor's hits bear a star; · = no result given; + = active, no number.

SMILES | MOR-DOR ag | Pemphigus Ab inh | Ecoli viability | AddAB inh | MOR-DOR inv ag | PKA-R1A act | Arrestin-AP2 inh | phage Ecoli inh | PfHsp90 set2 | Tat export inh | Mot1-301 SUMO
C/C(CC(=O)Nc1cccc(Cl)c1C)=N\NC(=O)C(=O)NCC(C)C | -0.9 | · | -1.1 | -0.4 | 4.5 | -1.2 | 9.0 | 2.6 | 37.9 | 0.3 | -12.2
CSc1nnc(C)c(=O)n1COC(=O)COc1ccc2ccccc2c1 | -0.2 | 100.0 | -0.5 | 7.4 | 1.2 | 1.0 | 34.4 | 0.7 | -5.2 | -6.5 | -9.1
COc1nc(OCCNC(=O)Nc2ccccc2)nc(N(C)C)n1 | -0.8 | 102.9 | 2.1 | 1.8 | 4.3 | 2.5 | 12.9 | 0.1 | -7.1 | -8.5 | -13.2
CC(=O)N1CCN(C(=O)CNC(=O)c2ccc(C)s2)CC1 | -1.9 | 106.8 | · | · | 10.6 | -3.1 | 29.4 | 4.7 | -3.1 | 2.9 | ·
Cn1cc(/C=N/NC(=O)c2cc3cc(Br)ccc3o2)c2ccccc21 | · | 101.4 | 1.2 | -0.4 | · | · | -8.8 | 1.6 | · | · | 7.2
Cc1ccc(S(=O)(=O)CC(O)CN2CCCC2=O)cc1 (centres undefined) | -3.6 | 102.6 | 0.2 | -1.1 | 15.8 | -15.7 | -5.5 | 0.7 | -7.2 | -1.5 | -2.9
CC(OC(=O)c1ccc(O)cc1)C(=O)Nc1ccc(Oc2ccccc2)cc1 (centres undefined) | 4.2 | 99.8 | -3.2 | -0.5 | -20.9 | -5.0 | -3.9 | 0.8 | 4.2 | -3.0 | 7.2
O=c1c2ccccc2cnn1Cc1n[nH]c(=S)n1-c1ccccc1Cl | 0.6 | 81.5 | 1.3 | 1.4 | -2.9 | -2.1 | 3.8 | 1.6 | 8.1 | 2.8 | 2.5
O=C(Cn1nnc(-c2ccccc2)n1)NCc1ccco1 | -1.4 | 107.3 | 1.6 | -0.2 | 8.0 | -1.4 | -1.1 | 2.3 | 0.8 | -1.2 | -11.1
C=CCn1c(CNC(=O)c2ccco2)nnc1SCC(=O)Nc1cccc(Br)c1 | -3.8 | 99.6 | -1.7 | 3.1 | 20.4 | 3.1 | 9.9 | 3.4 | -2.3 | 0.7 | -8.5
COc1cc(/C=N/NC(=O)c2ccccn2)ccc1OC(=O)c1cccs1 | -1.1 | 102.7 | -1.4 | 1.4 | 6.0 | 3.6 | 3.1 | 1.9 | -1.7 | 13.7 | -10.1
CC1CCc2c(sc3[nH]c(=S)n(C)c(=O)c23)C1 (centres undefined) | -1.6 | 96.2 | -2.7 | 0.5 | 9.5 | -0.5 | -6.4 | -2.4 | -6.7 | -2.2 | -33.4
CC(=O)Nc1ccc(NC(=O)C(=O)NCC(c2ccco2)N2CCc3ccccc32)cc1 (centres undefined) | 4.3 | 112.6 | -2.9 | -2.7 | -23.4 | -3.2 | -14.6 | 1.3 | -12.5 | -3.8 | 6.6
CN1CCN(CCOc2ccc(Cl)c(Cl)c2)CC1 | -2.3 | 111.0 | -0.1 | 0.3 | 13.8 | -5.7 | -1.4 | 2.0 | 26.2 | 32.0 | 4.1
COc1ccc(OC(C)C(=O)Nc2ccc([N+](=O)[O-])cc2)cc1 (centres undefined) | -1.7 | 107.2 | -2.7 | 1.2 | 7.8 | -9.1 | 12.1 | 4.6 | -8.3 | -5.7 | 1.8
Cc1nc2ccc(S(=O)(=O)NC(CC(C)C)C(=O)O)cc2s1 (centres undefined) | -0.2 | 113.8 | -0.7 | 3.5 | 1.0 | -5.4 | -2.7 | 1.8 | 30.0 | 0.6 | +
CC(=O)N1CCN(c2ccc(NC(=O)c3ccco3)cc2)CC1 | -0.6 | 117.8 | -2.8 | -2.2 | 4.6 | -11.3 | -8.6 | -4.7 | -37.1 | -3.2 | 6.8
CCOc1ccc(C(=O)N[C@H](C(=O)NNC(=O)c2cccs2)C(C)C)cc1 | -2.6 | 129.5 | -1.3 | -0.9 | 13.4 | -1.4 | -11.7 | 4.9 | -1.4 | -2.6 | -2.2
CCOC(=O)C=Nc1c(N)n(C)c(=O)n(C)c1=O | -5.1 | 84.1 | 0.9 | 2.8 | 25.6 | -4.7 | -4.8 | 3.2 | -22.8 | -8.3 | 5.1
CCOC(=O)C(CCCCCOc1ccc([N+](=O)[O-])cc1)C(=O)OCC | 1.6 | 100.7 | 1.1 | -0.1 | -9.4 | 2.2 | 23.2 | 0.9 | · | 5.0 | 21.9
O=C1CCCc2c1ccc1ccccc21 | -1.1 | 91.5 | · | · | 5.8 | 4.3 | -20.9 | 3.9 | · | 17.5 | ·
CC1CCCN(CC(=O)Nc2ccc(S(=O)(=O)N3CCCC3)cc2)C1 (centres undefined) | 2.6 | · | 0.1 | 6.2 | -16.5 | 0.8 | -3.7 | -0.9 | -24.4 | 2.5 | 14.1
Cc1ccc(S(=O)(=O)N(C)c2c(C)ccc(S(=O)(=O)Nc3ccncc3)c2C)cc1 | 1.4 | · | 0.5 | 0.5 | -7.4 | -0.3 | 4.1 | 1.0 | -4.0 | -3.8 | 4.1
Cc1ccccc1NC(=S)NC(=O)COc1ccccc1C | 6.2 | · | 0.7 | 1.7 | -32.2 | -3.1 | -15.8 | 2.5 | -22.8 | 9.4 | -11.0
Fc1cccc(CSc2ncnc3c2oc2ccccc23)c1 | 2.5 | 107.3 | 0.7 | 1.4 | -12.8 | -7.5 | -0.1 | 0.9 | -25.2 | -5.1 | -8.0
O=C(CCl)N1CCCC1c1ccc2c(c1)OCCO2 (centres undefined) | -1.7 | 110.4 | -1.1 | 0.0 | 9.3 | 8.9 | -6.2 | -1.1 | 30.1 | -2.9 | 4.0
COc1ccc(S(=O)(=O)N2CCC(C(=O)NC3CCCC3)CC2)cc1OC | 0.2 | 117.9 | · | · | -0.9 | -5.8 | 2.8 | 3.6 | 6.6 | 17.1 | 8.0
O=c1cc(NCCCO)c2ccccc2o1 | -1.9 | 100.8 | -0.1 | 0.3 | 8.3 | 3.9 | -4.4 | 3.1 | -10.5 | -2.4 | -6.2
O=C(N/N=C/c1ccc([N+](=O)[O-])cc1)c1cccs1 | · | 114.1 | -0.6 | 0.6 | · | · | 24.0 | 1.1 | · | · | 1.4
O=C(CSCc1ccc([N+](=O)[O-])cc1)Nc1cccc(C(=O)Nc2ccccc2C(=O)O)c1 | -1.5 | 100.6 | 0.9 | 0.4 | 8.5 | 12.2 | -1.5 | 3.4 | 9.1 | -10.2 | -1.9
Cc1cc(C)n(CCCNC(=O)c2cc(COc3ccc(C)c(C)c3)on2)n1 | 0.1 | 99.2 | 1.7 | 2.0 | -0.7 | 1.9 | -1.0 | 1.3 | 32.1 | -0.8 | 5.0
Cc1ccc(-c2csc(NCCn3c(C(F)(F)F)nc4ccccc43)n2)cc1 | · | 106.5 | -1.1 | 4.4 | · | 5.5 | 4.8 | 3.0 | -8.6 | -6.9 | 87.2
Cc1ccc(Cn2nnc3c(=O)[nH]c(C4CCCN(S(=O)(=O)c5ccccc5F)C4)nc32)cc1 (centres undefined) | 0.6 | 97.2 | -1.4 | 2.7 | -4.6 | 6.0 | 24.5 | 1.0 | 10.2 | 4.2 | -19.9
O=C(NC1CCCCCC1)c1ccc[nH]c1=S | -0.9 | 95.4 | -2.5 | -1.1 | 4.2 | 5.6 | -9.7 | 2.3 | 1.4 | 2.8 | ·
CC(=O)Nc1ccc(S(=O)(=O)NC2(C(F)(F)F)C(=O)Nc3c2c(=O)[nH]c(=O)n3Cc2cccnc2)cc1 (centres undefined) | -2.5 | 102.5 | -1.3 | 2.2 | 12.6 | -13.2 | 2.8 | 2.2 | -12.1 | -3.7 | -4.7
CC(=O)Nc1nc2ccccc2n1CCOc1ccccc1Cl | 0.3 | · | -3.0 | 0.3 | -1.9 | 7.2 | -0.9 | 3.8 | -19.3 | 0.7 | ·
O=C(NCc1ccccc1Cl)c1cccc(NC(=O)c2ccccc2)c1 | -2.2 | 100.0 | 6.0 | 5.7 | 11.2 | 4.4 | 4.5 | 5.2 | -20.5 | 2.4 | 6.1
Nc1cc(Cl)ccc1C(=O)OCC(=O)N1CCOCC1 | -1.8 | 103.7 | -1.5 | 1.1 | 9.3 | 1.8 | -13.1 | 0.3 | 5.4 | -1.0 | 0.9
CCCNC(=O)C1CN(S(=O)(=O)c2ccc(Cl)s2)c2ccccc2O1 (centres undefined) | -1.5 | 106.9 | · | · | 9.9 | 12.8 | 11.9 | 0.5 | -9.9 | 2.2 | ·
COc1ccc(F)cc1S(=O)(=O)Nc1ccc2c(c1)OCO2 | -3.4 | 104.0 | 1.1 | 1.1 | 19.8 | -1.5 | 15.9 | -1.4 | 9.2 | 0.7 | 117.4
COc1cccc(NC(=O)N2CCN(c3cccc(C)c3)C(C)C2)c1 (centres undefined) | -0.9 | 84.3 | -0.1 | 0.8 | 5.1 | -11.7 | 3.7 | 3.0 | -0.8 | -8.7 | ·
CCOC(=O)C(C)n1nc(/C=C/c2ccccc2)ccc1=O (centres undefined) | -2.5 | · | -2.2 | 3.2 | 10.6 | 5.9 | 1.9 | 1.8 | -13.0 | -0.5 | -17.2
COc1ccc(N2CCN(Cc3nc4c(c(=O)[nH]c(=O)n4C)n3Cc3cccc(Cl)c3)CC2)cc1 | -1.3 | 96.9 | -1.0 | -2.3 | 7.8 | 6.5 | 4.1 | 0.8 | 8.8 | 0.1 | -5.7
C=CCNC(=S)NNC(=O)c1ccc(OCC(C)C)cc1 | -3.0 | 96.5 | 1.9 | 1.3 | 16.0 | -5.3 | 0.3 | · | -4.5 | 1.2 | 31.5
Cc1cc(-c2nnc3n2N=C(C(C)(C)C)CS3)n[nH]1 | -1.7 | 90.5 | -0.1 | 1.8 | 9.2 | -0.8 | 10.0 | 1.2 | -37.2 | -4.1 | 0.1
CN(C(=O)c1ccc(S(=O)(=O)N2CCOCC2)cc1)C1CCS(=O)(=O)C1 (centres undefined) | 0.1 | 96.7 | 1.0 | -1.2 | -0.4 | -0.1 | -0.5 | 3.8 | -2.9 | -15.7 | -6.1
Cc1ccnc2nc(C(=O)OCC(=O)N(CC(C)C)C3CCS(=O)(=O)C3)nn12 (centres undefined) | -3.6 | 106.3 | -1.4 | 2.4 | 13.4 | -4.1 | -8.5 | 1.8 | 13.4 | 4.4 | -5.8

An excerpt from above, showing only phage Ecoli inh:
SMILES,phage Ecoli inh
Cc1ccc(-c2csc(NCCn3c(C(F)(F)F)nc4ccccc43)n2)cc1,3.0
Cc1ccc(Cn2nnc3c(=O)[nH]c(C4CCCN(S(=O)(=O)c5ccccc5F)C4)nc32)cc1 (centres undefined),1.0

Bioassay records as filed in PubChem.
